IDH1 mut inh: blocks human IDH1 R132H reductase activity. O75874. diaphorase/resazurin fluorescence, 60 min. inhibition, % at 10 µM. 0.18% of 70,000 active. AID 624101; in the data active = inhibition above about 34%;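 note: 0% = DMSO and 100% = no enzyme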
Target sequence (O75874 whole entry R132H): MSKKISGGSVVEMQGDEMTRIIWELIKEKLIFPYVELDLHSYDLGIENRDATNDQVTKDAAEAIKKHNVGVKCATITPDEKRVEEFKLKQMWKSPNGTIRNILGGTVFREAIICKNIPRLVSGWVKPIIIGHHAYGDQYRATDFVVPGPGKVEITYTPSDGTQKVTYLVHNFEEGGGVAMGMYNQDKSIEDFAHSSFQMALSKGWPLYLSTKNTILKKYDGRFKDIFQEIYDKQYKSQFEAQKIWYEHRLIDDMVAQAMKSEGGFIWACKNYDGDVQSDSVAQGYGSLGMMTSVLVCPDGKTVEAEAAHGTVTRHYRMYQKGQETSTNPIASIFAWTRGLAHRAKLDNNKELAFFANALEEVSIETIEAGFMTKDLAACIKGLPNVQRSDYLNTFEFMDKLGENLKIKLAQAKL
PRC2 inh: EZH2 (human) methyltransferase inhibition. Q15910. PRC2 H3K27 methylation, DELFIA TRF, 1 h. inhibition, % at 12.5 µM. 0.35% of 57,000 active;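 active = mean inhibition of replicates at least 50% and every single replicate also reaching 50%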;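 note: dimethyl H3K27 on biotinylated H3 21-44 peptide detected by antibody; plate controls were median neutral control wells for no effect and median positive control wells for full effect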
* marks the source's active call; other numbers are inactive results; nt = not tested or not shown. A portion of the library (hit frequency here may not be typical).

SMILES	IDH1 mut inh	PRC2 inh
O=C(C[C@H]1CC[C@H](NC(=O)C2CC2)[C@@H](CO)O1)NCc1ccncc1	-0.4	10.3
O=C(NC1CCCCC1)c1c(NC(=O)c2cc(-c3cccnc3)nc3ccccc23)sc2c1CCC2	0.1	2.5
C[C@H]1CN([C@@H](C)CO)S(=O)(=O)c2ccc(-c3ccncc3)cc2O[C@H]1CN(C)Cc1cncnc1	0.2	nt
C[C@@H]1CN([C@@H](C)CO)C(=O)c2cccc(NC(=O)C3CC3)c2O[C@@H]1CN(C)C(=O)Nc1ccc(F)cc1	nt	-2.8
CC(C)CC#Cc1ccc2c(c1)O[C@@H](CN(C)C(=O)Nc1ccccc1)[C@H](C)CN([C@H](C)CO)S2(=O)=O	7.8	-4.4
COc1ccccc1S(=O)(=O)N[C@@H]1C=C[C@H](CC(=O)N2CCOCC2)O[C@@H]1CO	-0.1	-0.3
O=C(O)CCCCCCC(=O)Nc1ccc(C2OC(CSCCO)CC(c3ccccc3)O2)cc1 (stereo unspecified)	nt	0.8
C[C@@H]1CN([C@@H](C)CO)S(=O)(=O)c2ccc(C#CC3CCCCC3)cc2O[C@H]1CN(C)Cc1cccnc1	-0.3	17.1
C[C@@H]1CN([C@H](C)CO)C(=O)c2cc(NC(=O)Nc3ccc(C(F)(F)F)cc3)ccc2O[C@H]1CN(C)C(=O)NC1CCCCC1	2.5	nt
O=C(C[C@H]1C[C@H]2c3cc(NC(=O)C4CCC4)ccc3O[C@H]2[C@@H](CO)O1)NCC1CC1	-0.1	-14.0
CCC(=O)Nc1ccc2c(c1)OC[C@H](C)N(C(=O)c1ccccn1)C[C@H](C)[C@@H](OC)CN(C)C2=O	0.2	-22.7
C[C@@H]1CN([C@@H](C)CO)C(=O)c2cc(NS(C)(=O)=O)ccc2O[C@@H](C)CCCCO[C@@H]1CN(C)S(=O)(=O)c1cn(C)cn1	-0.1	nt
C[C@H]1CN([C@@H](C)CO)C(=O)c2cccc(NC(=O)C3CCOCC3)c2O[C@H]1CN(C)S(=O)(=O)c1ccc(F)cc1	-10.2	2.6
Cc1cc(C)c2nc(-c3cccnc3)cc(C(=O)Nc3sc(Cc4ccccc4)cc3C(N)=O)c2c1	1.5	9.6
CC(C)CC#Cc1cnc2c(c1)C(=O)N([C@H](C)CO)C[C@H](C)[C@H](CN(C)C(=O)Cc1ccccc1)O2	-0.9	-13.2
COc1ccc(-n2c(SCC(=O)Nc3ccc(F)cc3F)nnc2-c2ccco2)cc1	0.3	-5.8
CN(C)c1ccc(/C=N/NC(=O)c2ccccc2O)cc1	nt	-6.1
C[C@H]1CN([C@@H](C)CO)C(=O)c2cccc(NC(=O)NC3CCCCC3)c2O[C@H]1CN(C)Cc1ccc2c(c1)OCO2	0.3	-15.3
Cc1cccc(S(=O)(=O)N[C@@H]2CC[C@@H](CCn3cc(-c4ccccn4)nn3)O[C@@H]2CO)c1	-0.7	4.4
C[C@@H]1CCCCO[C@@H](CN(C)C(=O)c2ccccc2)[C@H](C)CN([C@H](C)CO)C(=O)c2cc(NC(=O)NC3CCCCC3)ccc2O1	1.6	nt
C[C@H](CO)N1C[C@H](C)[C@H](CN(C)C(=O)C2CC2)OCc2cnnn2CCCC1=O	0.4	nt
COc1ccc(CNC(=O)C[C@H]2C[C@@H]3c4cc(NC(=O)C5CCC5)ccc4O[C@@H]3[C@H](CO)O2)cc1	0.0	-9.2
C[C@@H]1CN([C@@H](C)CO)S(=O)(=O)c2ccc(-c3ccc(F)cc3)cc2O[C@@H]1CN(C)CC1CC1	-0.8	nt
COc1cc(NC(=O)COc2cc(Cl)c(Cl)cc2Cl)ccc1NC(=O)c1cc2ccccc2o1	0.5	-8.9
O=C(CCCCCC(=O)Nc1ccccc1O)N/N=C/c1cccc(C(=O)O)c1	0.5	-3.0
O=S(=O)(N[C@H]1CC[C@@H](CCn2cc(-c3ccccn3)nn2)O[C@@H]1CO)c1cccc(Cl)c1	-0.1	2.5
C[C@H](CO)N1C[C@H](C)[C@@H](CN(C)CC2CCCCC2)Oc2c(NC(=O)Nc3ccccc3)cccc2C1=O	-0.8	-14.7
O=C(O)CCCCCC(=O)N/N=C/c1cccnc1Br	0.3	-5.9
Cc1noc(C)c1NC(=O)N(C)C[C@@H]1Oc2ccc(NS(C)(=O)=O)cc2CC(=O)N([C@H](C)CO)C[C@H]1C	1.4	nt
C[C@@H]1CN([C@H](C)CO)C(=O)c2ccccc2-c2ccccc2CO[C@H]1CN(C)C(=O)c1ccccc1	0.4	10.5
O=C(NCC[C@@H]1CC[C@@H](NS(=O)(=O)Cc2ccccc2)[C@@H](CO)O1)C1CCCC1	0.2	-10.0
C[C@@H]1CN([C@H](C)CO)C(=O)c2cccc(NC(=O)C3CCCCC3)c2O[C@H]1CN(C)Cc1ccc(Oc2ccccc2)cc1	0.4	nt
C[C@H](CO)N1C[C@H](C)[C@@H](CN(C)C(=O)Nc2ccc3c(c2)OCO3)Oc2ccc(NS(=O)(=O)c3ccc(Cl)cc3)cc2C1=O	1.5	nt
Cc1noc(C)c1NC(=O)N(C)C[C@@H]1Oc2c(NS(C)(=O)=O)cccc2C(=O)N([C@@H](C)CO)C[C@@H]1C	0.8	nt
C/C=C/c1cnc2c(c1)C(=O)N([C@H](C)CO)C[C@@H](C)[C@H](CN(C)C(=O)C1CCC1)O2	5.8	-1.2
CCOC(=O)c1c(NC(=O)c2ccccc2N(C)S(C)(=O)=O)sc2c1CCCC2	-0.6	3.8
COC(=O)c1cc(OC)c(OC)cc1NC(=O)COc1ccc(Br)cc1Cl	0.1	-9.7
O=C(Nc1cccc(S(=O)(=O)C(F)F)c1)c1ccc(S(=O)(=O)N2CCOCC2)cc1	0.1	-6.7
CO[C@@H]1CN(C)C(=O)c2ccc(NC(=O)NC(C)C)cc2OC[C@@H](C)N(C(=O)NC(C)C)C[C@@H]1C	0.4	-7.2
Cc1ccc(-c2csc3ncnc(SCc4csc(C)n4)c23)cc1	0.4	nt
Cc1noc(C)c1NC(=O)N(C)C[C@@H]1Oc2ncc(C#CCN(C)C)cc2C(=O)N([C@H](C)CO)C[C@H]1C	0.2	10.2
O=C(NCc1ccccn1)Nc1ccc([N+](=O)[O-])cc1	0.1	3.0
CCC(=O)Nc1cccc(NC(=O)COc2ccc3ccccc3c2)c1	-0.5	0.8
Cc1ccc(OCCCCSc2nc(C)cc(=O)[nH]2)c(C)c1	0.2	19.4
O=C(Cn1cnc2ccccc2c1=O)Nc1ccccc1Br	0.3	0.5
Cc1ccc(S(=O)(=O)N[C@H]2CC[C@@H](CCNC(=O)C3CCOCC3)O[C@H]2CO)cc1	0.2	7.6
C[C@@H]1CN([C@@H](C)CO)C(=O)c2cc(/C=C/c3ccccc3)cnc2O[C@@H]1CN(C)C(=O)Nc1ccc(C(F)(F)F)cc1	nt	-58.9
COc1cc2c(cc1OC)-c1cc3nc4ccccc4nc3n1C(C)(C)C2	0.4	nt
COCCNC(=O)C[C@H]1C[C@H]2c3cc(NC(=O)Nc4ccccc4F)ccc3O[C@H]2[C@H](CO)O1	-0.9	4.8
C[C@H]1CN([C@@H](C)CO)C(=O)c2cccc(NC(=O)C3CC3)c2O[C@H]1CN(C)C(=O)Nc1ccccc1	nt	2.6
(list continues)
SMILES	IDH1 mut inh	PRC2 inh
CCCNC(=O)c1cc2c(c(-c3cccc(-c4ccc(F)cc4)c3)n1)[C@@H](CCO)N([S@](=O)C(C)(C)C)C2	0.1	-5.6
CCS(=O)(=O)NCC[C@@H]1CC[C@@H](NS(=O)(=O)c2cccc(F)c2)[C@H](CO)O1	-0.2	-2.5
CCCC#Cc1cnc2c(c1)C(=O)N([C@H](C)CO)C[C@@H](C)[C@@H](CN(C)C(=O)c1cccc(F)c1)O2	3.4	16.0
COc1ccc(NC(=O)N(C)C[C@@H]2Oc3ccc(NC(=O)NC4CCCCC4)cc3C(=O)N([C@H](C)CO)C[C@@H]2C)cc1	0.2	7.8
Cc1cc(-n2nc3ccccc3n2)c2oc(SCc3nnc(-c4ccccc4)o3)nc2c1	0.0	-14.5
CC(C)c1cn(CC[C@H]2CC[C@H](NS(=O)(=O)c3ccccc3)[C@@H](CO)O2)nn1	-0.3	-2.2
O=C(C[C@@H]1C=C[C@@H](NC(=O)c2cnccn2)[C@@H](CO)O1)NCc1ccccc1F	-0.1	6.2
COc1ccc(CN(C)C[C@@H]2Oc3ccc(NS(=O)(=O)c4ccc(OC)cc4)cc3C(=O)N([C@@H](C)CO)C[C@H]2C)cc1	-0.6	nt
c1ccc(Cn2c(SCc3nc4ccccc4[nH]3)nc3ccccc32)cc1	1.4	0.6
O=C(NC1CC1)C1=C[C@@H](C2CCCCC2)C[C@@H](OCc2ccc(CO)cc2)O1	nt	13.0
C[C@@H]1CN([C@@H](C)CO)C(=O)c2cc(C#Cc3ccccn3)cnc2O[C@@H]1CN(C)Cc1cccnc1	-1.5	0.9
O=C(C[C@@H]1CC[C@@H](NC(=O)Nc2ccc(F)cc2)[C@H](CO)O1)NCc1ccccn1	-0.1	0.0
COc1ccccc1C#Cc1cnc2c(c1)C(=O)N([C@H](C)CO)C[C@H](C)[C@@H](CN(C)C(=O)CN(C)C)O2	-0.1	nt
Cc1noc(C)c1NC(=O)Nc1ccc2c(c1)C(=O)N([C@H](C)CO)C[C@H](C)[C@H](CN(C)C(=O)Nc1c(C)noc1C)O2	1.0	nt
C[C@@H]1CN([C@H](C)CO)C(=O)Cc2cc(NC(=O)CCCCCC(=O)Nc3ccccc3N)ccc2O[C@H]1CN(C)Cc1ccc(-c2ccccc2)cc1	-0.1	nt
O=C(NCc1cccnc1)c1ccc(Cl)c(S(=O)(=O)N2CCOCC2)c1	0.2	-9.1
O=C(CSc1nnc(-c2ccccc2)n1-c1ccccc1)c1cccc([N+](=O)[O-])c1	-0.1	0.8
C[C@@H]1CN([C@H](C)CO)C(=O)c2c(c3ccccc3n2C)-c2ccccc2CO[C@@H]1CN(C)C(=O)c1ccc(F)cc1	-0.1	-6.3
C[C@@H]1CN([C@H](C)CO)C(=O)c2cccc(NS(=O)(=O)c3ccccc3)c2O[C@@H]1CN(C)S(=O)(=O)c1ccccc1	-0.5	nt
CCS(=O)(=O)N[C@@H]1C=C[C@@H](CC(=O)NCc2ccc(F)cc2)O[C@H]1CO	-0.2	-3.2

Complete entries as entered above. Order of screens: IDH1 mut inh | PRC2 inh
O=C(NCc1cccnc1)c1ccc(Cl)c(S(=O)(=O)N2CCOCC2)c1 as listed: 0.2 | -9.1
O=C(CSc1nnc(-c2ccccc2)n1-c1ccccc1)c1cccc([N+](=O)[O-])c1 as listed: -0.1 | 0.8
C[C@@H]1CN([C@H](C)CO)C(=O)c2cccc(NS(=O)(=O)c3ccccc3)c2O[C@@H]1CN(C)S(=O)(=O)c1ccccc1 as listed: -0.5 | nt

Laid out differently: four of the compounds above
C[C@@H]1CN([C@@H](C)CO)C(=O)c2cc(C#Cc3ccccn3)cnc2O[C@@H]1CN(C)Cc1cccnc1
  IDH1 mut inh = -1.5; PRC2 inh = 0.9

O=C(C[C@@H]1CC[C@@H](NC(=O)Nc2ccc(F)cc2)[C@H](CO)O1)NCc1ccccn1
  IDH1 mut inh = -0.1; PRC2 inh = 0.0

COc1ccccc1C#Cc1cnc2c(c1)C(=O)N([C@H](C)CO)C[C@H](C)[C@@H](CN(C)C(=O)CN(C)C)O2
  IDH1 mut inh = -0.1; PRC2 inh = nt

Cc1noc(C)c1NC(=O)Nc1ccc2c(c1)C(=O)N([C@H](C)CO)C[C@H](C)[C@H](CN(C)C(=O)Nc1c(C)noc1C)O2
  IDH1 mut inh = 1.0; PRC2 inh = nt

Next section:
SMILES	IDH1 mut inh	PRC2 inh
COC(=O)c1cc(O)cc(OC)c1Oc1c(Cl)c(C)c(Cl)c(O)c1C(=O)O	-1.2	nt
CC(C)NC(=O)Nc1ccc2c(c1)C(=O)N([C@H](C)CO)C[C@@H](C)[C@H](CN(C)S(C)(=O)=O)O2	1.9	-2.1
OC(CSc1cccc2cccnc12)Cn1c2ccccc2c2ccccc21 (stereo unspecified)	-0.6	14.8
CO[C@@H]1CN(C)C(=O)c2ccc(NC(C)=O)cc2OC[C@H](C)NC[C@H]1C	-0.1	4.0
O=C(CCC1COc2ccccc2O1)Nc1ccc(NC(=O)c2ccccc2F)cc1 (stereo unspecified)	0.5	-1.1
O=C(C[C@@H]1C=C[C@H](NC(=O)c2ccccn2)[C@@H](CO)O1)NCc1cccc(F)c1	0.0	6.5
C[C@H]1CN([C@@H](C)CO)C(=O)c2cccc(NS(=O)(=O)c3ccc(F)cc3)c2O[C@H]1CN(C)Cc1ccc(-c2ccccc2)cc1	1.9	nt
Cc1cc(C(=O)Nc2cccc3c2O[C@H](CN(C)Cc2ccc(Cl)c(Cl)c2)[C@H](C)CN([C@H](C)CO)C3=O)n(C)n1	nt	-8.7
C[C@H]1CN([C@@H](C)CO)S(=O)(=O)c2ccc(C#Cc3ccccn3)cc2O[C@@H]1CN(C)C	-0.1	-16.3
COCC(=O)Nc1ccc2c(c1)[C@@H]1C[C@H](CC(=O)NCc3cc(F)ccc3F)O[C@H](CO)[C@@H]1O2	-0.3	4.6
CC(C)OC(=O)c1cc2c(OCC(O)CNC(C)(C)C)cccc2[nH]1 (stereo unspecified)	-0.1	nt
O=C(NCCCN1CCCC1=O)c1cc(-c2ccccc2)nc2ccccc12	-0.4	2.7
C[C@@H]1CN([C@@H](C)CO)C(=O)Cc2cc(NC(=O)Nc3ccc(F)cc3)ccc2O[C@H]1CN(C)CC1CCCCC1	0.3	-36.4
COc1ccc(S(=O)(=O)Nc2ccc3c(c2)C(=O)N([C@@H](C)CO)C[C@H](C)[C@@H](CN(C)C(=O)Nc2cccc4ccccc24)OCCCC[C@@H](C)O3)cc1	0.8	nt
O=C(C[C@@H]1C=C[C@@H](NC(=O)Nc2ccc(F)cc2)[C@@H](CO)O1)NCc1ccccn1	-0.1	0.4
COc1ccccc1CNC(=O)C[C@@H]1C[C@H]2c3cc(NC(=O)C4CCC4)ccc3O[C@H]2[C@@H](CO)O1	0.5	3.1

Compound activity (PubChem BioAssay)
